ASAP1 GAP inh: ASAP1 ArfGAP inhibition | Q9ULH1 | ASAP1-stimulated ARF1 GTP hydrolysis, GDP FP detection | inhibition, % at 16.5 µM | actives 0.19% (n = 360,000); in the data active = inhibition above about 25%;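 also: 0% = vehicle with enzyme and substrate and 100% = no enzyme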
PLCb3 inh: blocks human PLC-beta3 enzyme activity; Q01970; Purified PLC-beta3, fluorogenic substrate, fluorescence; inhibition, % at 12.2 µM; actives 0.18% (n = 370,000); in the data active = inhibition above about 11%;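 also: 0% = median of compound wells on plate and 100% = full blocker control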
PLC-gamma1 inh: blocks human PLC-gamma1 enzyme activity | actives 0.84% (n = 370,000) | AID 720700 | purified PLC-gamma1, fluorogenic substrate, fluorescence | inhibition, % at 12.2 µM; in the data active = inhibition above about 9.5%
Tn6 DDE FP: inhibitors of Tn6 peptide binding to human fibrin DD(E); AID 720509; Fibrin DD(E) TRITC-Tn6 fluorescence polarization displacement; inhibition, % at 8.3 µM; actives 0.21% (n = 370,000);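 active = inhibition above a per-campaign cutoff: mean of compounds within control limits plus 3 SD, cut at about 15% in these data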;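 also: 0% = median of all compound wells on the plate and 100% = blocking peptide control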
ADAM10 inh: ADAM10 inhibition, QFRET primary screen; O14672; recombinant ADAM10, EDANS/DABCYL FRET peptide cleavage, 3 h; inhibition, % at 7 µM; actives 0.62% (n = 370,000); AID 720582;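 active = inhibition above a per-campaign cutoff equal to the mean of compounds falling between control-based bounds plus 3 SD, cut at about 20% in these data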;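 also: 0% = DMSO wells while the 100% control is not disclosed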
ARFGAP1 inh: rat ARFGAP1 inhibition. Q62848. Arfgap1-stimulated ARF1 GTP hydrolysis, GDP FP detection. inhibition, % at 16.5 µM. actives 0.26% (n = 360,000). AID 651572;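 active = inhibition above a per-plate limit, mean inhibition of low control wells plus 3 SD, cut at about 25% in these data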;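 also: 0% = DMSO wells with enzyme and 100% = wells lacking Arfgap1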
Target sequence (Q62848 1-136 limits assumed): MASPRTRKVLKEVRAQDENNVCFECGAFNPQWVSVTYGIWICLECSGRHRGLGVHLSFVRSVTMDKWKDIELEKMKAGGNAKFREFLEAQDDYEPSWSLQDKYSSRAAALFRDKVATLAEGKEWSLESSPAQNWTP
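system = rat Arfgap1 catalytic domain, aa 1-136 | technique = FP, GDP Alexa 633 tracer displaced from anti-GDP antibody, 620/688 nm | compound = one concentration, 16.5 µM, DMSO 1.26% | medium = HEPES-based buffer, pH 7.5 | timing = compound-enzyme preincubation 20 min, reaction 120 min, detection 60 min, 25 °C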
SIAE primary: blocks human sialic acid acetylesterase. Q9HAT2. SIAE FP-Rh probe binding, fluorescence polarization. inhibition, % at 9.66 µM. actives 0.69% (n = 370,000);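 active = inhibition above a cutoff: mean of compounds within the control limits plus 3 SD of those, cut at about 17% in these data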;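 also: 0% = plate median of compound wells and 100% = probe without SIAE protein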
DDE Tn7 FP inh: disrupts Tn7 cyclic peptide binding to fibrin D-Dimer-E complex. P02675. FP displacement of FITC-Tn7 peptide from fibrin DD(E); 0% = median of compound wells per plate. inhibition, % at 8.3 µM. actives 0.13% (n = 370,000);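 active = inhibition above the mean of compounds falling within the control limits plus 3 SD of them, cut at about 14% in these data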;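 also: 0% = plate median of compound wells and 100% = 10 µM Aha-Tn7 peptide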
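System: human fibrin DD(E); quantity: Fibrin-DD(E) at 2 µM final; also added: fluorescent Tn7 probe at 0.1 µM; compound dosing: single nominal test concentration of 8.3 µM per compound; schedule: 10 min preincubation, 3 h with tracer, room temperature; detection: fluorescence polarization of the labelled Tn7 tracer; repeats: one replicate per compound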
TDP2 absorb: blocks human TDP2 phosphodiesterase activity | inhibition, % at 12.8 µM | recombinant TDP2, T5PNP hydrolysis, p-nitrophenol absorbance 415 nm | actives 0.34% (n = 370,000) | O95551 | AID 720702;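 active = inhibition above the mean of all tested compounds plus 3 SD, set per campaign, cut at about 25% in these data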;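 also: 0% = DMSO with enzyme and 100% = buffer with substrate but no TDP2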
Target sequence (O95551 whole entry, looked up): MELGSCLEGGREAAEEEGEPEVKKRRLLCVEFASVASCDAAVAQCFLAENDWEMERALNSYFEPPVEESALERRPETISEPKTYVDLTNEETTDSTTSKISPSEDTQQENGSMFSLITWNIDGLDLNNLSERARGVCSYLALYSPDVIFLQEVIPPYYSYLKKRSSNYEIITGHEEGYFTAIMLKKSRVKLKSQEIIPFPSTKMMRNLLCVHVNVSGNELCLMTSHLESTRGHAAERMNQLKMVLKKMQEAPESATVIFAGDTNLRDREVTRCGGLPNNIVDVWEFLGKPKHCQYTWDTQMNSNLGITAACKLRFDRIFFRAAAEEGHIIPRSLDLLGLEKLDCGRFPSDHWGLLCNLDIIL
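test system = human TDP2 enzyme | input = TDP2 enzyme at 120 nM final | medium = 50 mM Tris-HCl pH 7.5 with Mg2+, KCl, DTT, BSA | also added = T5PNP substrate, 5 mM | times = 2 h at 37 °C | technique = epi absorbance | benchmarks = high control without enzyme, low control DMSO plus TDP2 | replication = each compound tested once, singlicate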
ADAM17 inh: ADAM17 inhibition, QFRET primary screen | P78536 | recombinant ADAM17, EDANS/DABCYL FRET peptide cleavage | inhibition, % at 6.95 µM | actives 0.83% (n = 370,000) | AID 720648;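 active = inhibition above the mean of compounds lying between control limits plus 3 SD, set per campaign, cut at about 8.5% in these data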;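 also: 0% = DMSO-only wells as the low control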
Target sequence (P78536 215-824 limits assumed): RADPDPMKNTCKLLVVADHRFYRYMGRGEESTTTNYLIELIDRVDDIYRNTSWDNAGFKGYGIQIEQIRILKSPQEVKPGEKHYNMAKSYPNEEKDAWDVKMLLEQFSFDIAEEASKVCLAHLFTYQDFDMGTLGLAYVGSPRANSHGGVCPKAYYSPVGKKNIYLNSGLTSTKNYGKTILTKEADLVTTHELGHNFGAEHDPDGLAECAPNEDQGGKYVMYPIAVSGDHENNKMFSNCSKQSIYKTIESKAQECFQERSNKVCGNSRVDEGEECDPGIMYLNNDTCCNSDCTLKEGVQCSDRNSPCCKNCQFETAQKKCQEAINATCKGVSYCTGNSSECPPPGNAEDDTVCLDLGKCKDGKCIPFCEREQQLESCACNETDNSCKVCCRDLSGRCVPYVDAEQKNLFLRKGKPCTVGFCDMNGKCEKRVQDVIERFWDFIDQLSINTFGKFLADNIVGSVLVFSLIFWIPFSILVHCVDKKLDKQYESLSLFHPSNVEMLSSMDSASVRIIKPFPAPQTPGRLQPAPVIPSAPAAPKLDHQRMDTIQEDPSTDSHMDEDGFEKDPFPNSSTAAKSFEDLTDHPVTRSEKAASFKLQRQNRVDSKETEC
Starred values were filed as active, the others as inactive; i = inactive; x = no result given. Compounds were not picked by outcome. About 3.6% of those tested had a hit in this group.

SMILES	ASAP1 GAP inh	PLCb3 inh	PLC-gamma1 inh	Tn6 DDE FP	ADAM10 inh	ARFGAP1 inh	SIAE primary	DDE Tn7 FP inh	TDP2 absorb	ADAM17 inh
CCOC(=O)CC1COCCN1C(=O)c1ccc2oc(Cc3ccccc3)nc2c1 (stereo not drawn)	-6	-5	0	-8	-9	5	2	2	-10	0
O=C1c2ccccc2C(=O)N1CCC#C/C=C1\c2ccccc2C(=O)N1c1ccccc1	-7	-3	-6	0	2	4	-4	-1	3	-1
COC(=O)CC1C(=O)NCCN1C(=S)Nc1ccccc1 (stereo not drawn)	9	2	-1	1	-3	-3	1	-6	-1	0
CN(C(=O)c1cc(COc2ccc(F)cc2Cl)on1)C1CCOC1 (stereo not drawn)	-12	2	3	2	-13	-8	6	-5	2	-4
O=C(O)C12CC3CC(C1)CC(n1cnc(Cl)n1)(C3)C2	-1	3	8	-4	3	-4	-2	-6	-14	2
COc1cc(C=O)ccc1OCC(=O)N1CCOCC1	-6	1	-1	-2	-2	18	6	-2	7	-3
CCOC(=O)c1cccc(NC(=O)CSc2nnc(C)n2CC2CCCO2)c1 (stereo not drawn)	6	-10	-2	1	-5	-8	0	-1	-12	-4
Cc1ccccc1-c1cc(C(=O)N/N=C/c2cccnc2)c2ccccc2n1	-7	-9	2	6	-9	4	-5	0	2	-3
Cc1ccc(C2CC(c3ccccc3)n3ncnc3N2)cc1 (stereo not drawn)	5	-24	-20	-6	-14	-5	-1	-2	3	-3
CCOC(=O)c1nc(NCc2cccnc2)c2ccccc2n1	0	-5	-2	-1	-6	7	-12	-8	1	-3
O=C(NNc1ccc([N+](=O)[O-])cc1)C1C2CCCCC21 (stereo not drawn)	8	0	-2	-4	-6	3	2	4	2	-2
Cc1ccc(C(=O)Nc2ccccc2C(N)=O)o1	4	2	2	-3	2	-2	11	0	1	-1
Cc1ccc(C(=O)OCC(=O)NCCN2C(=O)CSC2=O)cc1[N+](=O)[O-]	7	2	2	5	-10	2	-2	-2	4	-2
Cc1nn(-c2ccccc2)nc1C(=O)Oc1cc(C(F)(F)F)nn1-c1ccccc1	6	-5	-2	4	-4	2	-1	-1	1	-3
C=CCN(c1ccccc1)S(=O)(=O)c1cccc(C(=O)NC2CCN(Cc3ccccc3)CC2)c1	-3	6	4	-3	-5	-5	-5	2	4	-2
COCCN(C(=O)COC(=O)Cc1coc2cc3c(cc12)CCC3)c1c(N)n(Cc2ccccc2)c(=O)[nH]c1=O	-8	-12	-5	-6	-3	-1	-3	3	9	-22
CSc1ccc(CCNC(=O)C2CCCN(S(=O)(=O)N3CCOCC3)C2)cc1 (stereo not drawn)	0	-6	2	-3	-2	2	-2	2	11	-6
CC(OC(=O)c1cccnc1Cl)C(=O)Nc1ccc(S(N)(=O)=O)cc1 (stereo not drawn)	-14	-2	-1	7	-3	1	-6	-7	11	-1
CC1C/C(=N\NC(N)=S)c2cc(Cl)ccc2S1 (stereo not drawn)	0	-9	-6	3	-10	9	-10	1	-8	-2
COc1ccccc1-n1cnnc1SCC(=O)c1ccc[nH]1	-1	-1	2	9	-4	5	-7	0	-2	-1
NS(=O)(=O)c1ccc(NC(=O)COC(=O)/C=C/c2ccc([N+](=O)[O-])cc2)cc1	9	2	2	1	1	-5	6	-3	2	3
O=[N+]([O-])c1cnccc1Nc1ccc(Cl)cc1	-7	-3	1	-2	6	11	-8	6	3	-2
Cc1ccc(-c2csc(NC(=O)c3cc([N+](=O)[O-])ccc3N3CCOCC3)n2)cc1	-4	-4	3	4	0	0	-1	4	-23	3
O=C(CNC(=S)N(CCCN1CCOCC1)Cc1cccs1)NCc1ccccc1Cl	-1	-9	3	0	-2	6	-1	4	-3	2
CSC(=NS(=O)(=O)c1ccccc1)SC	6	5	4	5	-1	2	-5	-5	-13	2
N#C/C(=C/c1ccc(N2CCOCC2)o1)C(=O)Nc1ccccc1	12	-27	-12	-3	-2	1	-1	-60	1	-1
Cc1cc(F)ccc1NC(=S)NCCc1ccccc1	7	-4	2	10	-3	6	-2	-8	13	1
COc1ccc(NC(=S)Nc2ccccc2)c(OC)c1	-5	-5	-2	-3	-6	14	8	-9	20	0
Cc1cc2nc(-c3ccc(F)cc3)c(CC(C)(C)C)n2c(C)c1Br	11	-1	-2	1	-8	3	-2	2	-4	-4
CC1(C)Cc2c(ccc3ccccc23)C(=O)N1	0	0	2	9	-29	-6	-1	-6	-3	1
O=C(OCC#CCSc1nnc(-c2cccc3ccccc23)o1)c1csc2ccccc12	x	-3	-2	1	-1	x	5	6	10	-3
COc1ccc(OC)c(C2=NS(=O)(=O)N(C)C(C(=O)NCc3cccs3)=C2)c1	-16	-31	-16	2	-2	5	-4	6	-7	1
CCOC(=O)Cc1nnc(NC(=O)CSc2ncc(-c3ccccc3)nn2)s1	3	-11	1	4	-5	16	1	-1	0	-1
Cc1cccc(Nc2cnn(C34CC5CC(CC(CC(=O)O)(C5)C3)C4)c(=O)c2Cl)c1	-4	3	8	3	10	12	-1	0	0	1
COc1cccc(/C=C2\SC(=O)N(CC(=O)NC3CCS(=O)(=O)C3)C2=O)c1 (stereo not drawn)	-5	-62	-35	1	-20	8	-2	-1	0	-9
Cc1ccc(NC(=O)Nc2nnc([C@H]3C[C@H](O)[C@@H](CO)O3)s2)cc1	-13	0	1	-5	-19	7	0	-1	-6	-5
CCNC(=S)NNC(=O)c1ccc(OC(F)F)cc1	-6	-5	-1	8	-4	0	-4	7	-1	-5
Cc1ccc(OCCNc2ccc(C(F)(F)F)cc2[N+](=O)[O-])cc1	-6	3	1	-3	3	-4	2	3	8	0
Cc1cc(-c2n[nH]c(=S)n2/N=C/c2ccc(Cl)c([N+](=O)[O-])c2)n[nH]1	-5	-2	2	3	-2	-10	4	6	2	-4
Cc1cc(Nc2cccc([N+](=O)[O-])c2)c2cccc(C)c2n1	3	-9	2	11	1	5	-2	5	2	-2
COc1cc(C)nc(NC(=S)N(C)C(=O)c2ccccc2)n1	-4	-1	-1	3	4	8	-6	7	-5	-5
CC1CSc2nc3sc4c(c3c(=O)n21)CCCC4 (stereo not drawn)	-11	0	3	5	-12	-5	2	6	-12	-4
CCC(Sc1ccc(Cl)cc1)C(=O)Nc1nnc(-c2cccc([N+](=O)[O-])c2)s1 (stereo not drawn)	2	1	3	-1	-6	-4	-4	-1	9	2
O=C(CN1C(=O)CCC1=O)Nc1nc(-c2ccc(Cl)s2)cs1	-2	-39	-35	-1	-8	-5	0	0	-8	-2
Cc1ccc(S(=O)(=O)NC(=O)Nc2ccc(F)cc2)cc1	11	2	-1	1	-6	2	-6	-3	8	-1
COc1ccc(CCNC(=O)CCCN2C(=O)c3ccccc3C2=O)cc1OC	14	-2	3	-6	-5	7	-3	-4	1	0
COC(=O)c1ccc(Oc2c(F)c(F)nc(N3CCOCC3)c2F)cc1	9	-24	-19	0	3	20	-1	-1	0	-1
CCn1c2ccccc2c2cc(N=C3SC(CC(=O)Nc4ccccc4OC)C(=O)N3C)ccc21 (stereo not drawn)	-15	1	3	-9	-3	2	8	1	-8	-1
Cc1ccc(C2CC(c3cccc(Br)c3)n3nc(N)nc3N2)cc1 (stereo not drawn)	7	-33	-20	-4	-50	17	-1	-10	-2	-12
CCSc1nc2ccccc2n1Cc1cccc([N+](=O)[O-])c1	-3	-3	-3	-11	4	-9	-2	-8	15	-4
CCC(=O)OCc1cc2cccc(C)c2[nH]c1=O	3	-5	-1	-3	-27	10	-2	7	1	-18
CC(C)N1C(=S)SC2CS(=O)(=O)C=C21 (stereo not drawn)	-3	2	2	-3	6	-4	7	-5	4	2
CCOC(=O)c1c(C)[nH]c(C)c1C(=O)COC(=O)c1cccnc1Cl	7	4	4	3	-5	1	0	-3	-14	4
CCOC(=O)C1(C)CCCN(C(=O)c2cc(C)oc2C)C1 (stereo not drawn)	-18	3	1	-4	5	-6	-6	2	-5	3
CNC(=O)c1ccsc1NC(=O)c1ccccc1	-5	-11	-11	1	3	-6	-1	-8	-2	0
O=C(/C=C/c1cccnc1)c1cccc(O)c1	-16	-3	1	-1	-14	-13	3	1	15	-1
Cc1nc2c(C)cccc2cc1C(=O)N/N=C/c1ccc(C(=O)O)cc1	2	2	1	-5	-6	-8	-4	5	7	-1
Cc1cc(NC(=O)CC(C)C)c(=O)n(Cc2ccccc2F)c1	12	-10	-2	-1	-16	-10	-4	-1	-5	-7
COc1cc(/C=C2\SC(=S)N(Nc3ncc(C(F)(F)F)cc3Cl)C2=O)cc(OC)c1OC	4	-19	-15	-5	11	-13	-9	-3	3	-1
CCCCN(C)CCCNC(=O)CC1Oc2ccccc2NC1=O (stereo not drawn)	0	2	1	-4	0	-21	16	5	3	-1

More compounds:
SMILES	ASAP1 GAP inh	PLCb3 inh	PLC-gamma1 inh	Tn6 DDE FP	ADAM10 inh	ARFGAP1 inh	SIAE primary	DDE Tn7 FP inh	TDP2 absorb	ADAM17 inh
CCOc1c2ccc(C(=O)NCCc3ccc(C)cc3)cc2nn1CC	0	i	-375	-5	i	-9	-2	1	-2	-223
COC(=O)c1cccc(NC(=O)CC2NCCNC2=O)c1 (stereo not drawn)	-11	-4	1	8	0	0	12	7	-2	-2
CCc1nnc(NC(=O)c2nc(S(=O)(=O)Cc3ccccc3)ncc2Cl)s1	-8	-8	-1	-2	-5	4	-3	-4	14	-1
CCCC(=O)Nc1ccc(C=C(C(C)=O)C(C)=O)cc1	11	-3	3	-3	2	-3	2	0	-8	-1
COc1nnc(-c2ccc(N3CCCCC3)c(NC(=O)C3CCCCC3)c2)c2ccccc12	3	1	-6	-9	4	2	2	-2	6	0
CCOC(=O)CC1(CC)Oc2ccccc2N1S(=O)(=O)c1ccc(C)cc1 (stereo not drawn)	0	0	-1	2	7	1	-2	4	-2	1

Part of the list above, as a markdown table:
| smiles | ASAP1 GAP inh | PLCb3 inh | PLC-gamma1 inh | Tn6 DDE FP | ADAM10 inh | ARFGAP1 inh | SIAE primary | DDE Tn7 FP inh | TDP2 absorb | ADAM17 inh |
| --- | --- | --- | --- | --- | --- | --- | --- | --- | --- | --- |
| CCc1nnc(NC(=O)c2nc(S(=O)(=O)Cc3ccccc3)ncc2Cl)s1 | -8 | -8 | -1 | -2 | -5 | 4 | -3 | -4 | 14 | -1 |
| CCCC(=O)Nc1ccc(C=C(C(C)=O)C(C)=O)cc1 | 11 | -3 | 3 | -3 | 2 | -3 | 2 | 0 | -8 | -1 |
| COc1nnc(-c2ccc(N3CCCCC3)c(NC(=O)C3CCCCC3)c2)c2ccccc12 | 3 | 1 | -6 | -9 | 4 | 2 | 2 | -2 | 6 | 0 |
| CCOC(=O)CC1(CC)Oc2ccccc2N1S(=O)(=O)c1ccc(C)cc1 (stereo not drawn) | 0 | 0 | -1 | 2 | 7 | 1 | -2 | 4 | -2 | 1 |
